# PAFAH2 inh: PAFAH2 enzyme inhibitors, primary screen, biochemical, fluorescence polarization, human; recombinant PAFAH2, FP-rhodamine activity probe; inhibition, % at 3.39 µM; hit rate 0.99% among 340,000; AID 492956, 2010;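 active = inhibition above the mean over all tested compounds plus 3 SD, cut at about 30% in these data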;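 note: inhibitors block probe labeling of enzyme so polarization drops; 0% = enzyme with DMSO and 100% = wells lacking PAFAH2 protein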
# PAFAH1B3 FP inh: PAFAH1B3 enzyme inhibitors, primary screen, biochemical, fluorescence polarization, human; Platelet-activating factor acetylhydrolase IB subunit alpha1 (Homo sapiens), Q15102; recombinant PAFAH1B3, FP-rhodamine probe; inhibition, % at 3.39 µM; hit rate 0.28% among 340,000; AID 492972, 2010;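 active = inhibition above the screen-wide average of all tested compounds plus 3 SD, cut at about 25% in these data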;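 note: 0% = enzyme with DMSO only and 100% = wells lacking PAFAH1B3 protein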
# Target sequence (Q15102 whole entry, looked up): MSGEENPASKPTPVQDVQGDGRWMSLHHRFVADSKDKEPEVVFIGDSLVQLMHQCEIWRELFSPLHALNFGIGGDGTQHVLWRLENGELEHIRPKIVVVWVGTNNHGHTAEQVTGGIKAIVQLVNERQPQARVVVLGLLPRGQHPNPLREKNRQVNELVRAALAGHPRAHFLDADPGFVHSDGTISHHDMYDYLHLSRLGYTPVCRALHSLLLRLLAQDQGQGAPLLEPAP
# EBNA-1 inhibitor: EBNA-1 DNA-binding inhibitors, primary screen, biochemical, fluorescence polarization | inhibition, % at 14.8 µM | hit rate 0.34% among 300,000 | AID 1950, 2009; in the data active = inhibition above about 28%
# LYPLA2 inh: LYPLA2 inhibitors, primary screen, counter-screen for PME1 inhibitor project, biochemical, fluorescence polarization, FP-Rh probe ABPP. hit rate 0.38% among 320,000. Acyl-protein thioesterase 2 (Homo sapiens), O95372. inhibition, % at 5.9 µM. recombinant LYPLA2;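 active = inhibition above the screen-wide mean plus 3 SD, limit set per campaign, cut at about 26% in these data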;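 note: 0% = LYPLA2 with DMSO and 100% = wells lacking LYPLA2 enzyme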
# Target sequence (O95372 whole entry, looked up): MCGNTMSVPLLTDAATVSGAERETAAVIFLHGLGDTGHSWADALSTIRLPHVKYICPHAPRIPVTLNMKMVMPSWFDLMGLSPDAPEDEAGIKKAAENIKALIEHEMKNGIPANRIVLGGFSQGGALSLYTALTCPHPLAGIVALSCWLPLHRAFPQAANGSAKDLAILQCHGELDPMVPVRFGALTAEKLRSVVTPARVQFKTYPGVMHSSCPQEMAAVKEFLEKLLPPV
# PAD4 FP inh: human PAD4 inhibitors, primary screen, biochemical, fluorescence polarization, 1536-well format; inhibition, % at 6.36 µM; hit rate 0.41% among 330,000; recombinant PAD4, RCA probe fluorescence polarization; AID 485272, 2010; Protein-arginine deiminase type-4 (Homo sapiens), Q9UM07;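 active = percent inhibition above a cutoff equal to the mean of all tested compounds plus 3 SD, cut at about 15% in these data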;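 note: 0% = PAD4 with RCA probe and DMSO and 100% = probe without PAD4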
# LYPLA1 inh: LYPLA1 inhibitors, primary screen, counter-screen for PME1 inhibitor project, biochemical, fluorescence polarization, FP-Rh probe ABPP. Acyl-protein thioesterase 1 (Homo sapiens), O75608. recombinant LYPLA1. inhibition, % at 5.9 µM. hit rate 0.16% among 320,000. AID 2174, 2009;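 active = inhibition above the mean of all tested compounds plus 3 SD, set per campaign, cut at about 14% in these data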;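 note: inhibitors block serine hydrolase probe labeling of LYPLA1 so polarization falls; 0% = enzyme with DMSO and 100% = wells lacking LYPLA1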
# PREPL inh: PREPL enzyme inhibitors, primary screen, biochemical, fluorescence polarization. Prolyl endopeptidase-like (Homo sapiens), Q4J6C6. recombinant PREPL, fluorescence polarization activity-based probe. inhibition, % at 5.96 µM. hit rate 0.68% among 320,000. AID 2751, 2010; in the data active = inhibition above about 43%;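 note: 0% = enzyme with DMSO and 100% = wells lacking enzyme; many of its hits are not listed in these tables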
# ZTA counter: ZTA (EBV) inhibition in EBNA-1 counter-screen; P03206; ZTA-DNA binding, fluorescence polarization; inhibition, % at 11 µM; hit rate 0.15% among 320,000; AID 2234; in the data active = inhibition above about 33%
# Target sequence (P03206 whole entry, looked up): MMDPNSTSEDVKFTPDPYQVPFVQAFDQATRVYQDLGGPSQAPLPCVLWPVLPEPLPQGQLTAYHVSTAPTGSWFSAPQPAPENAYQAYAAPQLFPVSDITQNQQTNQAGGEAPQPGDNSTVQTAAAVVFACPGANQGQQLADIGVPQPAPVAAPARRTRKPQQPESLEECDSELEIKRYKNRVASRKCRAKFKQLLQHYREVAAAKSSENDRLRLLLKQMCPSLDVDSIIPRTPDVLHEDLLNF
# GSTO1 counter: inhibitors of recombinant GSTO1, primary screen, counter-screen for RBBP9 inhibitor project, biochemical, fluorescence polarization; AID 1974, 2009; hit rate 1.1% among 300,000; Glutathione S-transferase omega-1 (Homo sapiens), P78417; inhibition, % at 5.96 µM; activity-based probe fluorescence polarization;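 active = inhibition above the campaign mean inhibition plus 3 SD, cut at about 35% in these data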;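 note: 0% = GSTO1-1 with DMSO and 100% = wells lacking GSTO1-1 enzyme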
# Target sequence (P78417 whole entry, looked up): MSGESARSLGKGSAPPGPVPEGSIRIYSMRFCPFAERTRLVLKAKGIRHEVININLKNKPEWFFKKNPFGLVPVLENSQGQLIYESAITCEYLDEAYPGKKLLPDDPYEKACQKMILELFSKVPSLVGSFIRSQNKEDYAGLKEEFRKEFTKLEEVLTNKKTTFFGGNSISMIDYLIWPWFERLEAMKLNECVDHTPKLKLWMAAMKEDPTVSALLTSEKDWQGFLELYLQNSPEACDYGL
# * hit, by the source's call; · = no result given.
# Value order: PAFAH2 inh	PAFAH1B3 FP inh	EBNA-1 inhibitor	LYPLA2 inh	PAD4 FP inh	LYPLA1 inh	PREPL inh	ZTA counter	GSTO1 counter
[1] c1ccc(-c2ccncc2)cc1
    2.6	-3.6	·	·	-4.1	·	5.1	·	·
[2] Cc1cccc(CS(=O)(=O)Cc2ccc(C(=O)N3CCC4(CC3)OCCO4)o2)c1
    9.6	5.3	1.4	-4.4	-2.3	-0.7	13.3	-2.2	2.5
[3] O=C(O)CC1OCC=C2CN3CCC45c6ccccc6NC4C1C2CC35 (configuration not stated)
    2.5	0.1	-0.1	-2.1	0.1	-1.3	-2.6	-11.9	7.2
[4] COc1cccc(NC(=O)N2CCC3(CC2)OCCO3)c1
    -0.7	1.7	-7.8	-3.4	-5.8	-2.9	7.5	-11.8	-1.6
[5] O=C(CSC1c2ccccc2-c2ccccc21)N/N=C/c1ccc(C(=O)O)cc1
    12.7	11.1	7.1	3.3	0.8	-0.1	-6.2	-10.8	-16.2
[6] Cc1cc(N2CCCCC2)ccc1C=C1C(=O)N(C)C(=S)N(C)C1=O
    -7.8	-20.4	-9.3	-8.7	-9.7	-5.6	-4.2	-25.7	-10.4
[7] O=C(COc1ccc(Cl)cc1)N1CCN(C/C=C/c2ccccc2)CC1
    6.3	7.2	-7.3	69.7*	5.8	25.8*	-4.6	6.4	11.1
[8] Oc1ccccc1Cl
    -4.4	-17.7	·	·	4.2	·	8.2	·	·
[9] CCCCn1c(O)c(C(C)=NCc2ccco2)c(=O)[nH]c1=O
    5.6	-0.8	1.2	-3.9	3.6	-1.7	-0.3	1.5	4.1
[10] O=C(c1ccc(Cl)cc1)C12CN3CN(CN(C3)C1)C2
    -2.8	-0.9	8.1	-4.1	-1.2	-2.0	3.0	8.1	4.0
[11] N=C1c2ccccc2CN1c1ccc(F)c([N+](=O)[O-])c1
    0.0	7.4	4.6	0.5	-1.2	4.0	0.7	-3.7	7.9
[12] COc1ccc(CC(=O)N2CCN(C)CC2)cc1
    -5.4	4.7	7.8	-4.3	-0.2	0.7	12.3	11.9	0.7
[13] CN1CCN(CC(=O)Nc2ccc(Cl)cc2C(=O)c2ccccc2)CC1
    2.1	11.8	5.8	-3.3	5.9	-4.0	19.9	19.6	7.7
[14] O=c1cccc2n1CC1CC2CN(Cc2ccc3c(c2)OCO3)C1 (configuration not stated)
    -5.7	1.5	3.9	-0.5	3.3	0.2	7.8	-3.0	4.3
[15] COC(=O)C1=C(c2ccc(Cl)c(C(F)(F)F)c2)C[C@@H]2CC[C@H]1N2C(=O)N1CCC(C)CC1
    0.9	-3.1	·	-3.0	-3.2	1.6	-6.2	-9.3	·
[16] CC(=O)N1CCC2(CC1)CC(=O)c1cc(OCC(=O)N3CCN(C)CC3)ccc1O2
    -0.1	-0.3	2.2	0.9	-2.4	-0.5	1.3	-4.2	9.5
[17] C[C@H]1CC[C@@]2(C)[C@@H](CC[C@@H]3[C@@H]2CC[C@]2(C)[C@@H](O)CC[C@@H]32)C1
    1.4	-0.4	-4.8	1.5	-4.2	-1.5	-1.6	-0.6	-0.3
[18] Cc1ncc([N+](=O)[O-])n1CCOC(N)=O
    -1.2	1.3	6.6	2.2	7.7	-0.6	1.8	3.7	2.9
[19] COC(=O)C1=C(c2ccc(OC)c(OC)c2)C[C@@H]2CC[C@H]1N2C(=O)NC(C)C
    6.3	-2.7	·	3.9	1.5	0.0	-3.2	10.4	·
[20] O=c1[nH]c(=O)n(Cc2ccccc2Cl)c(O)c1C=Nc1ccc(F)cc1
    -3.2	7.2	3.8	-3.1	0.9	1.1	0.0	-22.0	-2.3
[21] COc1ccc(C=O)cc1
    6.2	2.3	·	-0.9	-3.7	0.5	4.0	0.8	·
[22] O=P1(NC2CCCC2)COc2ccccc2OC1
    -10.9	3.7	10.2	4.6	2.9	-2.0	-5.8	-2.1	3.7
[23] COC(=O)C1=C(c2cccc(OCc3ccccc3)c2)C[C@@H]2CC[C@H]1N2C(=O)NCc1cccc(F)c1
    -2.8	9.8	·	0.1	-3.2	0.2	3.7	3.5	·
[24] O=C1CC(=O)N(c2ccccc2F)C(=O)N1
    0.1	1.6	-1.5	-1.3	-4.1	-4.4	-9.2	-1.3	7.0
[25] CCOC(=O)C(NC(=O)C(Cc1ccc(N(CCCl)CCCl)cc1)NC(C)=O)C(C)C (configuration not stated)
    -2.3	9.6	9.1	6.1	-4.3	2.0	14.9	-4.2	-3.3
[26] CC(C)COP(=O)(OCC(C)C)C(O)c1cccnc1 (configuration not stated)
    -0.6	0.8	8.6	-0.6	-3.0	0.6	-0.5	15.0	6.0
[27] CC(C)n1nnnc1CN1CCN(C)CC1
    -9.6	2.9	-1.4	1.0	1.8	3.0	5.3	-3.2	2.5
[28] O=[N+]([O-])c1ccc(N2CCNCC2)cc1NC1CC1
    ·	·	7.4	-1.5	-4.1	1.4	1.5	17.4	2.4
[29] COc1ccc(OC)c(CN2CCCC(C(=O)c3sccc3C)C2)c1 (configuration not stated)
    -2.1	2.1	-10.0	-7.7	2.1	0.6	2.8	0.1	1.1
[30] Nc1ccccc1C(=O)OCCOc1ccccc1
    -2.1	-1.4	-3.8	-1.1	-1.7	2.2	3.1	4.3	10.4
[31] Cc1cc(OC(=O)c2ccco2)c2c3c(c(=O)oc2c1)CCCC3
    1.4	-1.2	-7.6	-0.3	-0.7	-0.9	17.9	6.7	-1.8
[32] Clc1cccc(CNCCc2ccc3c(c2)OCO3)c1
    -2.2	7.6	0.6	1.3	-4.7	-0.7	-43.7	4.2	3.4
[33] Cc1cccc(C)c1NC1=NCCCS1
    -3.0	9.7	-6.2	1.9	-3.7	-1.6	-6.6	0.0	-1.3
[34] COP(=O)(CC(=O)O)c1ccccc1 (configuration not stated)
    4.1	-0.4	1.4	-2.9	2.7	-1.0	3.6	5.7	6.2
[35] O=c1[nH]c(=S)[nH]c(O)c1N=Nc1cc(S(=O)(=O)Nc2ccc(Cl)cc2)ccc1Cl
    23.7	42.8*	·	2.3	-0.9	-2.6	20.0	-18.8	·
[36] COc1ccc(C(c2ccc(OC)cc2)C(Cl)(Cl)Cl)cc1
    4.8	3.3	·	13.2	-6.8	0.6	-0.1	-7.8	·
[37] O=[N+]([O-])c1ccc2nc(N3CCNCC3)ccc2c1
    ·	·	5.2	2.8	-5.6	0.5	18.6	-1.5	0.5
[38] COc1ccc(/C=N/N=C(/N)N[N+](=O)[O-])c(OC)c1
    3.6	0.9	-11.0	-1.9	-3.3	1.6	2.2	-11.7	6.0
[39] Nc1nonc1C(=O)N/N=C/c1ccc([N+](=O)[O-])o1
    4.2	5.0	-6.4	11.7	-10.2	-0.1	-2.3	-5.7	24.6
[40] CCOC(=O)[C@@]1(C#N)C(c2ccc(Cl)c(Cl)c2)[C@H](C(N)=O)N2C=C(C(C)=O)C=C[C@H]21 (some centres not stated)
    5.4	11.4	-0.9	-1.7	-7.2	-3.0	-2.5	7.9	3.9
[41] COCCOC(=O)C1=C(N)Oc2c(c(=O)oc3ccccc23)C1c1ccncc1 (configuration not stated)
    -4.9	2.7	-3.7	-6.7	-8.1	-2.8	17.2	-2.8	-5.4
[42] O=C(Cn1nc(-c2ccccc2)ccc1=O)N1CCC2(CC1)OCCO2
    2.1	4.8	-3.1	-5.1	-2.4	-3.0	-2.4	8.5	3.1
[43] CCCCCP(=O)(O)c1ccccc1
    -8.0	13.2	7.5	0.2	0.8	-4.4	1.5	10.7	2.9
[44] CCN(c1ccc(C(O)(C(=O)OC)C(F)(F)F)cc1)S(=O)(=O)c1ccccc1 (configuration not stated)
    -2.5	4.9	-21.4	7.6	-3.2	2.2	0.9	-15.8	7.1
[45] Nc1nc(SCCC(F)=C(F)F)n[nH]1
    3.0	1.0	7.8	5.7	-3.1	3.4	6.5	-3.8	1.5
[46] COc1ccc(C(=O)C2CCCN(Cc3cccc(C)n3)C2)c(OC)c1 (configuration not stated)
    -4.7	6.9	2.1	-2.0	2.7	-2.4	3.1	8.8	10.9
[47] CC(=O)OC1N=C(c2ccccc2Cl)c2cc(Br)ccc2N(C)C1=O (configuration not stated)
    -1.9	5.0	11.7	2.8	2.5	-1.6	11.6	7.1	1.9
[48] COc1cccc(-c2sc3ccccc3c2-c2ccc(OCCN3CCOCC3)cc2)c1
    5.8	-3.9	·	·	0.7	·	0.0	·	·
[49] CCCCCn1c(=O)c(C(=O)NCCc2ccccc2)c(O)c2ccccc21
    -7.1	8.5	-7.0	-2.6	-2.1	-4.9	-4.0	1.4	3.5
[50] Cc1cc(OCC(=O)NCC2CCC(C(=O)O)CC2)c2c3c(c(=O)oc2c1)CCC3 (configuration not stated)
    1.0	10.0	6.7	-2.9	0.2	-0.1	-2.3	-6.2	-0.5

# Continued:
# Value order: PAFAH2 inh	PAFAH1B3 FP inh	EBNA-1 inhibitor	LYPLA2 inh	PAD4 FP inh	LYPLA1 inh	PREPL inh	ZTA counter	GSTO1 counter
[51] CCn1cc(C(=O)N2CCCCC2)c2ccccc21
    -4.7	7.3	-1.3	3.0	-2.8	4.5	19.5	-5.0	-4.1
[52] O=C(N/N=C/c1c(O)n(CCc2ccc(F)cc2)c(=O)[nH]c1=O)c1ccccc1
    ·	·	1.9	1.1	0.5	-0.3	8.7	3.6	-2.3
[53] O=C(c1cc2nc(-c3ccccc3)cc(-c3ccccc3)n2n1)N1CCC2(CC1)OCCO2
    6.8	1.8	-1.5	-4.4	6.7	-2.0	10.7	-8.7	-4.2
[54] COc1ccc2[nH]cc(C(=O)CN(C)C)c2c1
    -2.0	9.4	7.4	-3.4	0.8	-3.3	4.0	10.0	0.8
[55] Cc1ccc(/C=C2/C(=O)NC(=O)N(Cc3ccc(F)cc3)C2=O)o1
    ·	·	2.7	-6.9	-10.3	-0.3	4.6	1.1	12.4
[56] C/C(=N\NC(=O)c1ccncc1)c1c(O)n(-c2ccccc2)c(=O)[nH]c1=O
    ·	·	1.3	-3.8	3.4	-3.0	2.3	-3.4	16.3
[57] Cc1cccc2c1N(N=O)CCC2
    4.0	7.6	-9.9	-6.7	-1.0	-5.6	1.1	-0.3	2.6
[58] Clc1ccc(C(Cl)(Cl)Cl)c(Cl)c1
    -3.7	-0.1	·	-6.4	4.2	-1.4	11.6	-4.5	·
[59] CCCCn1c(O)c(C(CC)=Nc2ccc(OCC)cc2)c(=O)[nH]c1=O
    -6.6	-1.4	10.3	8.6	-3.0	2.0	3.5	0.2	-11.0
[60] COc1ccc(C(c2c(O)c3ccccc3oc2=O)c2c(C)n(C)n(-c3ccccc3)c2=O)cc1 (configuration not stated)
    -5.5	4.1	2.2	-0.3	0.3	-0.2	5.0	-4.9	1.2
[61] Cc1ccc(OCCOc2cccc(C=C3C(=O)NC(=O)NC3=O)c2)cc1
    1.2	1.0	4.0	1.3	-5.6	-2.7	4.9	5.9	8.7
[62] COc1cccc(CN2CCNCC2)c1OC
    -3.2	2.2	-2.3	0.9	-5.1	1.9	7.1	5.6	3.4
[63] CC(=O)N(C1=NCCCS1)c1ccc(Cl)cc1
    14.7	3.1	-7.2	5.5	-5.4	-1.2	-2.2	-5.3	3.9
[64] O=C1NC(=O)C2(C(=O)N1)C(c1ccc(F)cc1)NC(=S)NC2c1ccc(F)cc1 (configuration not stated)
    -7.1	7.7	-1.1	5.4	-5.1	-1.8	18.1	12.5	-2.7

# Screens: PubChem BioAssay, The Scripps Research Institute Molecular Screening Center

# A portion of the library (hit frequency here may not be typical).
